# Assay outcomes from PubChem BioAssay.
# Dicer processing: blocks human Dicer maturation of pre-miR-21. Q9UPY3. cat-ELCCA pre-miR-21 Dicer processing, chemiluminescence; active compounds read high. z-score at 25 µM. actives 6% (n = 47,000). AID 1347074; in the data active = z-score above about 3, passing the limit was not always enough;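 note: plate controls were vehicle for no effect and no enzyme for full effect; higher signal means more uncleaved substrate so more Dicer inhibition; strong numbers were not always called active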
# Numbers without * were called inactive; & = joins results of further samples. Some of the compounds tested; count on the stated rates, not on these rows.
SMILES	Dicer processing
O=C1CC2CCCC(C1)N2Cc1ccccc1	-0.39
N#C/C(=C\c1cnc[nH]1)S(=O)(=O)c1cccs1	1.34
O=C1OCCN1N=Cc1ccc([N+](=O)[O-])o1	-0.7
CN(C)C(=O)Oc1nnc(SCCS(=O)(=O)c2ccc(F)cc2)n1C1CC1	-1.56
COc1cccc(-n2c(/C=C/c3ccco3)nc3ccccc3c2=O)c1	0.91
O=C(Nc1ccccc1F)OC1CN2CCC1CC2 (configuration not stated)	0.22
Cc1ccc(Oc2c(C)nc(-c3ccccc3)nc2OC(=O)N(C)C)cc1	-1.57
O=C(O)c1cn(Cc2ccc(Br)cc2)c2ccccc12	-0.33
CCc1cc2c(cc1-c1csc(C/C(N)=N/O)n1)C(C)(C)CCC2(C)C	0.57
CCSc1nnc(C2CCNCC2)o1	-1.73
CN1CCN(c2cn[nH]c(=O)c2Cl)CC1	-2.09
CC(=O)OC1CCC2C3CCC4CC(=O)[C@H](OC(C)=O)CC4(C)C3CCC12C (some centres not stated)	-1.98
C=CCOc1ccc(C2SCC(=O)Nc3c2c(=O)[nH]n3C(C)CC)cc1 (configuration not stated)	0.31
NCCc1c[nH]c2ccccc12	0.48
O=C1N(c2cccc(Cl)c2)C(c2cccnc2)N2CCCN12 (configuration not stated)	0.48
CC(C)(C)NC(=O)[C@@H]1C[C@@H]2CCCC[C@@H]2CN1	-1.11
O=C(c1ccco1)c1cn(CCCOc2ccccc2Cl)c2ccccc12	-1.23
NNC(=O)c1ccc(O)cc1	3.66*
Cc1cccc(-c2nc(C)cc(OC(=O)N(C)C)n2)c1	-0.47
CNC(=O)Oc1cccc2ccccc12	-0.44
CCSc1nnc([C@@H](N)Cc2ccccc2)o1	-0.55
CCC(COC(=O)c1cc(OC)c(OC)c(OC)c1)(c1ccccc1)N(C)C (configuration not stated)	-0.53
Cc1cc(CN(C)C)c(OC(=O)N(C)C)cc1C	0.46
Cc1ccc(CNC2=NCCS2)cc1	1.28
O=P(O)(O)C(Cl)(Cl)P(=O)(O)O	-1.13&0.97
C[C@]12CCC(=O)C=C1C=C[C@@H]1[C@@H]2CC[C@@]2(C)[C@H]1CC[C@@]2(O)CCC(=O)O	-0.4
CCCc1cc(=O)oc2cc(OC(=O)N(C)C)ccc12	0.68
CC(O)CNc1ccc([N+](=O)[O-])c2cccnc12 (configuration not stated)	1.1
CCN(CC)CCNc1ccc([N+](=O)[O-])c2cccnc12	1.26
CC(C)c1ccc(NC(=O)CSc2nnc(OC(=O)N(C)C)n2C2CC2)cc1	-0.37

# Remaining list, next part:
SMILES	Dicer processing
Cc1cc(NC(=O)Oc2ccccc2)no1	0.81
C=CC1CN2CCC1CC2C(OC(=O)OCC)c1ccnc2ccc(OC)cc12 (configuration not stated)	0.82
CC(=O)c1c(O)c(C)c(O)c(Cc2c(O)c3c(c(C(=O)/C=C/c4ccccc4)c2O)OC(C)(C)C=C3)c1O	-0.98
Nc1c(C(=O)NCc2ccccc2)c2nc3ccccc3nc2n1Cc1ccco1	-5.22
O=c1ccc2[nH]cc(C3=CCNCC3)c2[nH]1	0.9
CC1CC2C/C(=N\O)CC1N(C)C2 (configuration not stated)	-2.17
COCc1cc(OC(=O)N(C)C)nc2c1c(C)nn2C	1.05
C#C[C@]1(O)CC[C@H]2[C@@H]3CCC4=CC(=O)CCC4=C3C=C[C@@]21CC	0.15
COc1ccccc1CN1CCN(Cc2cc(Br)ccc2O)CC1	8.04*
N#Cc1ccc(NC(=O)c2cc(C(F)(F)F)cc(C(F)(F)F)c2)cc1C(F)(F)F	0.91
COc1cc(C2NN=C3C4CCN(CC4)C32)cc(OC)c1OC (configuration not stated)	-0.41
C[C@]12CCC3C(CC[C@H]4C[C@H](O)CC[C@]34C)C1CC[C@@H]2C(=O)CO (some centres not stated)	-0.06
Cn1cncc1C(O)c1ccccc1 (configuration not stated)	0.37
Nc1ccc(Br)cc1C(=O)c1ccccc1	0.42
C=CCc1c(C)nc(-c2ccc(F)c(Cl)c2)nc1OC(=O)N(C)C	-2.2
O=[N+]([O-])c1ccc(NCCCO)c2ncccc12	1.93
CC(=O)N1N=C(c2cccnc2)OC1c1ccccc1Cl (configuration not stated)	-1.13
O=c1c2ccc(Cl)cc2[nH]c(=S)n1-c1ccc(Cl)c(Cl)c1	-1.36
O=[P@]1(N(CCCl)CCCl)NCCCO1	-0.61
COc1ccc(C(CN(C)C)C2(O)CCCCC2)cc1 (configuration not stated)	0.67&-0.15
C#CCOC(=O)C1=CCCN(C)C1	-4.16
CC(N)c1cccc(Cl)c1Cl (configuration not stated)	0.38
NC(=NCCC[C@H](N)C(=O)O)N[N+](=O)[O-]	1.12
CCOC(=O)C(O)(c1ccc(N(C)C(=O)c2ccc(Cl)c(Cl)c2)cc1)C(F)(F)F (configuration not stated)	-0.21
CN1CCN(c2c[nH]c(=O)[nH]c2=O)CC1	1.09
O=c1oc2ccccc2c2c1C(c1ccc([N+](=O)[O-])cc1)c1c(c3ccccc3oc1=O)O2	3.68*
CN1CCc2c(sc3c2C(=O)NC(c2cccnc2)N3)C1 (configuration not stated)	-1.26
c1cc2c(cc1CN1CCNCC1)OCO2	-0.75
CCOC(=O)c1cc2c(cn1)[nH]c1ccccc12	-2.01
CCOc1ccccc1Oc1coc2cc(OC(=O)N(C)C)ccc2c1=O	3.36*

# Later entries.
SMILES	Dicer processing
O=C(O)C1C2c3ccccc3C(c3ccccc32)C1C(=O)O (configuration not stated)	-0.48
O=C(c1ccco1)c1cn(Cc2c(F)cccc2Cl)c2ccccc12	-0.97
CSc1ccc(CN2CCN(Cc3ccccc3Cl)CC2)cc1	0.04
CC(=O)CC(c1ccccc1[N+](=O)[O-])c1c(O)c2ccccc2oc1=O (configuration not stated)	2.36
S=C(NC1CCCCC1)N1CCC(c2cnc[nH]2)CC1	0.16&177
NCCCCNc1ccc([N+](=O)[O-])c2cccnc12	0.15
c1ccc2sc(N3CCNCC3)nc2c1	0.6
O=C(N1CCSCC1)C(Cl)(Cl)Cl	-1.3
Ic1ccccc1CNC1C2CCN(CC2)C1C(c1ccccc1)c1ccccc1 (configuration not stated)	0.25
Cc1cc(-n2c(=S)[nH]c3ccccc3c2=O)ccc1Br	2.01
Cc1nc2cc(Cl)ccc2c(=O)n1-c1ccc(F)cc1	-0.39
CCc1ccccc1-n1c(=S)[nH]c2ccccc2c1=O	-0.47&7.92
Oc1ccc2c3c1O[C@H]1[C@@H](O)CC[C@@]4(O)[C@@H](C2)N(CC2CCC2)CC[C@]314	0.04
CC1(C)CN=C(Nc2cccc(C(F)(F)F)c2)S1	-1.09
CCCN(CCC)C1CCc2cccc(O)c2C1 (configuration not stated)	0.27
CCn1cc(C(=O)O)c(=O)c2ccc(C)nc21	-0.34&-0.29&-1.03
C[C@H](N)[C@H](O)c1ccc(O)c(O)c1	5.57
O=c1[nH]oc2c1CCNC2	-0.33
CC(C)C1(C)N=C(c2ncccc2C(=O)O)NC1=O (configuration not stated)	3.2*
CC12CCC3C4CCC(=O)C=C4CCC3C1CCC2=O (configuration not stated)	-1.78
COc1ccc(CN2CCN(Cc3ccc(Cl)cc3)CC2)cc1Br	1.06
CCc1cc2c(cc1-c1csc(N=C(N)N)n1)C(C)(C)CCC2(C)C	-2.17
C=CC1CN2CCC1CC2C(O)c1ccnc2ccccc12 (configuration not stated)	0.92
CC12CCC3C(CC[C@@]4(C)CC(=O)CCC34CO)C1CCC2=O (some centres not stated)	-1.6
CCCN1CCC[C@@H](c2cccc(O)c2)C1	2.23
C[C@]12CCC3[C@@H](CC[C@@H]4C[C@H](O)CC[C@]34C)[C@@H]1CCC2=O (some centres not stated)	0.03
CCCN(CCC)C1Cc2cc(OC)c(OC)cc2C1	-0.06
Cc1cccc(C)c1NC(=O)CN1CCCC1=O	1.04
CC1(C)CN=C(NCc2cccnc2)S1	1.82
Cn1cc(/C=C/c2nc3ccccc3c(=O)n2-c2ccccc2)c2ccccc21	2.56

# New compounds follow.
Molecule	Dicer processing
COC[C@H]1OC(=O)c2coc3c2[C@@]1(C)C1=C(C3=O)C2CCC(=O)[C@@]2(C)C[C@H]1OC(C)=O (some centres not stated)	1.4
CCOC(=O)C12C(=O)Oc3ccc(Br)cc3C1C2(CC)C(=O)c1ccccc1 (configuration not stated)	1.39
CC[C@@H](C(N)=O)N1CCCC1=O	-0.89
O=C(COc1ccc(Cl)cc1)OCc1csc2c1C1CCN2CC1	1.18
Cc1nc(C(F)(F)F)ccc1C(=O)N1CCC2(CC1)OCCO2	-1.23
CC12CN3CC(C)(CN(C1)C3c1ccco1)C2O (configuration not stated)	-1.1
CC(=O)OC1C[C@@H]2CCC3C4CCC(OC(C)=O)C4(C)CCC3C2(C)C/C1=C\c1ccccc1 (some centres not stated)	-0.32
CCOC(=O)C1=C(N)Oc2c(c(=O)oc3ccccc23)C1c1ccccc1 (configuration not stated)	6.54
CC12CC(C(=O)C(F)(F)F)=C(O)C=C1CCC1C2CCC2(C)C(O)CCC12 (configuration not stated)	-1.99
CC1=C(C#N)C(c2cnc[nH]2)C2=C(CCCC2=O)N1 (configuration not stated)	-0.69
CCC(C)n1[nH]c(=O)c2c1NC(=O)CSC2c1ccc(OC)cc1 (configuration not stated)	-0.44
Clc1ccccc1Nc1ncnc(-n2cccc2)n1	0.23
CN1CC[C@@]2(C)c3cc(O)ccc3N(C)[C@H]12	-0.2
c1ccc2sc(C3(N4CCCCC4)CCCCC3)cc2c1	-1.02
O=C(Nc1cc(F)c(Br)cc1F)C(Cl)(Cl)Cl	-0.74
CC(=O)OC(C)(C)/C=C/C(=O)C(C)(O)C1[C@H](O)C[C@@]2(C)C3CC=C4C(CC[C@@H](O)C4(C)C)[C@]3(CO)C(=O)C[C@]12C (some centres not stated)	-0.31
CCc1cc2c(OC(=O)N(C)C)ncnc2s1	0.05
CNc1ccc(C)cc1C(=O)c1ccc(Br)cc1	1.89
O=c1[nH]c2ccccc2n1C1CCNCC1	-1.89
O=c1oc2ccccc2c2c1C(c1cccc([N+](=O)[O-])c1)c1c(c3ccccc3oc1=O)O2	-0.29

# Rewritten with each value named: four of the compounds above.
SMILES: Nc1c(C(=O)NCc2ccccc2)c2nc3ccccc3nc2n1Cc1ccco1
  Dicer processing: -5.22
SMILES: O=c1ccc2[nH]cc(C3=CCNCC3)c2[nH]1
  Dicer processing: 0.9
SMILES: CC1CC2C/C(=N\O)CC1N(C)C2 (configuration not stated)
  Dicer processing: -2.17
SMILES: COCc1cc(OC(=O)N(C)C)nc2c1c(C)nn2C
  Dicer processing: 1.05

# (more compounds)
Molecule	Dicer processing
CSc1ccc(CN2CCN(Cc3ccc(Cl)cc3)CC2)cc1	0.08
OCc1cnc[nH]1	-1.29
COc1ccc(CNCCc2ccc3c(c2)OCO3)cc1OC	2.11
C=CCC1(CC=C)C(=O)N(C)C(=O)N(C)C1=O	-0.12
Nc1c(Oc2ccccc2)cc(O)c2c1C(=O)c1ccccc1C2=O	0.29
COc1ccc(Br)cc1/C=C(\C)[N+](=O)[O-]	0.05
Oc1ccc(Br)cc1CN1CCN(Cc2cccc(F)c2)CC1	7*
Cc1ccc(S(=O)(=O)N2CN3CCN(C3)C2)cc1	-0.35
S=C(Nc1ccccc1)N1CCCCC1c1cccnc1 (configuration not stated)	2.04
CCNCC(O)c1cccc(O)c1 (configuration not stated)	-0.19
COc1ccc(CNCCc2ccc3c(c2)OCO3)cc1Br	1.91
Nc1ccncc1	0.49
Clc1cccc(CN2CCN(Cc3cccc(Br)c3)CC2)c1	1.31
Oc1ccc2c3c1O[C@H]1c4oc5ccccc5c4C[C@@]4(O)C(C2)N(CC2CC2)CCC314 (some centres not stated)	-1.01
CNC(C)(C)Cc1ccccc1	11.9
CC12CN(CO)CC(C)(CN(CC(N)=O)C1)C2=O	-0.46
c1ccc2c(c1)Nc1ccccc1S2	0.29
O=C1c2ccccc2C(=O)N1CN(Cc1csc2ccccc12)CN1C(=O)c2ccccc2C1=O	-0.45
Clc1ccc(CO/N=C(\Cn2ccnc2)c2ccc(Cl)cc2Cl)c(Cl)c1	-0.41
Cc1cccc(-c2nc(N(C)C3CCN(C)CC3)c3ccccc3n2)c1	-0.2

# Part of the list above in order of length of the SMILES, smallest number first:
Molecule	Dicer processing
NNC(=O)c1ccc(O)cc1	3.66*
Cc1ccc(CNC2=NCCS2)cc1	1.28
CC1CC2C/C(=N\O)CC1N(C)C2 (configuration not stated)	-2.17
Cc1cc(NC(=O)Oc2ccccc2)no1	0.81
CCCN1CCC[C@@H](c2cccc(O)c2)C1	2.23
CCn1cc(C(=O)O)c(=O)c2ccc(C)nc21	-0.34&-0.29&-1.03
O=C(Nc1cc(F)c(Br)cc1F)C(Cl)(Cl)Cl	-0.74
CCCc1cc(=O)oc2cc(OC(=O)N(C)C)ccc12	0.68
Cc1cc(-n2c(=S)[nH]c3ccccc3c2=O)ccc1Br	2.01
Nc1c(Oc2ccccc2)cc(O)c2c1C(=O)c1ccccc1C2=O	0.29
CCOC(=O)C1=C(N)Oc2c(c(=O)oc3ccccc23)C1c1ccccc1 (configuration not stated)	6.54
Cn1cc(/C=C/c2nc3ccccc3c(=O)n2-c2ccccc2)c2ccccc21	2.56
CCOC(=O)C12C(=O)Oc3ccc(Br)cc3C1C2(CC)C(=O)c1ccccc1 (configuration not stated)	1.39
COC[C@H]1OC(=O)c2coc3c2[C@@]1(C)C1=C(C3=O)C2CCC(=O)[C@@]2(C)C[C@H]1OC(C)=O (some centres not stated)	1.4

# The listing continues:
Molecule	Dicer processing
CC(Cc1ccccc1)[n+]1cc(N)on1 (configuration not stated)	-1.31
CC1=C(C(=O)OC(C)(C)C)C2(C(=O)Nc3ccccc32)C(C#N)=C(N)O1 (configuration not stated)	-4.89
Cn1cccc1CNCCc1ccc(F)cc1	0.74
Oc1cc(Cl)ccc1Oc1ccc(Cl)cc1Cl	-0.59
CC(C)c1ccc(NC2=NC(C)(C)CS2)cc1	1.92
CCSC1=NN1c1cc(C)nc(N)n1	0.95
Cc1nc(COc2ccc(/C(N)=N/OC(=O)N(C)C)cc2)cs1	-1.69
COC(=O)c1ccc2c(c1)nnn2C1CCN(Cc2ccccc2)CC1	-1.52
COc1ccc(-c2nc3ccccc3c(=O)o2)cc1	1
COCc1cc(OC(=O)N(C)C)nc(-c2ccc(C)c(Cl)c2)n1	0.76
C=CC[C@]1(O)CC[C@H]2[C@@H]3CCC4=CC(=O)CCC4=C3C=C[C@@]21C	-0.2
